bIAP activator – intestinal alkaline phosphatase (bovine) activation; purified bovine IAP, CDP-star luminescence, 30 min; active compounds read high; fold of DMSO-control signal, blank-subtracted; 200,000 tested, 0.17% active; activation factor at 20 µM;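 active means activation factor of 2 or more at 20 µM, a signal rise over negative controls twice the positive control's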
Lmaj promast – reduces viability of Leishmania major promastigotes; AID 1063; 200,000 tested, 9% active; inhibition, % at 10 µM; resazurin fluorescence viability; in the data active means inhibition above about 50%;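 further: promastigotes grown with compound for 44 hours at 28 °C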
TNAP act hiacc – increases human TNAP activity under high phosphate acceptor concentration | purified TNAP, CDP-star luminescence, 1 M DEA, 30 min; active compounds read high; 0 = EDTA background, 1 = DMSO-only activity | activation factor at 20 µM | P05186 | 200,000 tested, under 10 active | AID 1136;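 active means activation factor at least 2 at 20 µM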
Target sequence (P05186 whole entry, looked up): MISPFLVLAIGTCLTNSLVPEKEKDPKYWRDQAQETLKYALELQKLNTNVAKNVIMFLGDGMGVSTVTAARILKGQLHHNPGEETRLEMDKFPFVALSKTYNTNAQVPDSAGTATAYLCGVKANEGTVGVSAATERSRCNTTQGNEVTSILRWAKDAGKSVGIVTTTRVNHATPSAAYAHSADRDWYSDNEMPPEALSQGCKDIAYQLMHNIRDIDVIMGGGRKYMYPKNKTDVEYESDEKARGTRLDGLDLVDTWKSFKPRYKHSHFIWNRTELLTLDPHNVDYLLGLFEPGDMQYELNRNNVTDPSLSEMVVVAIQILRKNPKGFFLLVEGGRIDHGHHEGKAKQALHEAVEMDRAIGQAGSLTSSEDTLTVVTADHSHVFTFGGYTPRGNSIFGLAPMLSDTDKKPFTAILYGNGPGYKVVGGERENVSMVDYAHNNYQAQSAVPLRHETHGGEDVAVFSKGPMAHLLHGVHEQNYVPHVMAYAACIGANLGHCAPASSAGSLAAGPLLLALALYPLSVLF
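system = human TNAP | amount = enzyme diluted 1/800 final | reagent = 100 µM CDP-star substrate | signal = luminescent substrate turnover signal | dosing = one dose, 20 µM | benchmarks = EDTA negative control, DMSO positive control | measure = activation factor | timing = 30 min reaction, room temperature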
Diaph inh CS – counter-screen for diaphorase-based assays: diaphorase inhibitors and chemical oxidizers. diaphorase resazurin-to-resorufin fluorescence, NADH, 16 min; bacterial (C. kluyveri) enzyme, not human. inhibition, % at 20 µM. 190,000 tested, 0.69% active. AID 1217;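 active means primary screen inhibition at 20 µM above a set limit, cut at about 50% in these data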;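 further: plate controls were DMSO with full reaction for no effect and wells lacking NADH for full effect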
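Detection: fluorescence of resorufin formed from resazurin, Ex 544/Em 590 nm; test system: Clostridium kluyveri diaphorase enzyme; amount: 0.14 U/mL diaphorase, enzyme working solution; times: 16-min room-temperature incubation before reading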
TNAP inh hiacc – blocks human TNAP under high phosphate acceptor concentration; 200,000 tested, 0.03% active; purified TNAP, CDP-star luminescence, 1 M DEA; P05186; inhibition, % at 20 µM;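 active means over 50% inhibition of tissue-nonspecific alkaline phosphatase at 20 µM in the single-dose screen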;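 further: plate controls were DMSO wells for no effect and EDTA-quenched wells as full inhibition for full effect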
Diaphorase act – activates diaphorase or chemically reduces, flagging diaphorase assay artifacts; activation factor at 20 µM; Diaphorase/resazurin coupled assay, resorufin fluorescence, 16 min; active compounds read high; 1 = vehicle wells, 0 = NADH-free wells; AID 1229; 190,000 tested, 0.005% active;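 active means diaphorase activity raised at least twofold by the compound at 20 µM; inactive means activation factor below 2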
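System – purified diaphorase enzyme from Clostridium kluyveri · Input – enzyme 0.07 U/mL final · Also added – final NADH 0.114 mM, resazurin 0.1 mM · Measured by – fluorescence of resorufin, 544 nm excitation, 590 nm emission · Timing – 16 min enzyme reaction, ambient temperature · Measure – resorufin increase flagging diaphorase activators or reducers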
PMI act – activators of human phosphomannose isomerase; 190,000 tested, 0.005% active; purified human PMI, coupled resazurin fluorescence, 20 min; active compounds read high; 1 = vehicle control, 0 substrate-free wells; P34949; activation factor at 20 µM;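 active means activation factor of 2 or more at 20 µM, relative to plate controls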
Target sequence (P34949 whole entry, looked up): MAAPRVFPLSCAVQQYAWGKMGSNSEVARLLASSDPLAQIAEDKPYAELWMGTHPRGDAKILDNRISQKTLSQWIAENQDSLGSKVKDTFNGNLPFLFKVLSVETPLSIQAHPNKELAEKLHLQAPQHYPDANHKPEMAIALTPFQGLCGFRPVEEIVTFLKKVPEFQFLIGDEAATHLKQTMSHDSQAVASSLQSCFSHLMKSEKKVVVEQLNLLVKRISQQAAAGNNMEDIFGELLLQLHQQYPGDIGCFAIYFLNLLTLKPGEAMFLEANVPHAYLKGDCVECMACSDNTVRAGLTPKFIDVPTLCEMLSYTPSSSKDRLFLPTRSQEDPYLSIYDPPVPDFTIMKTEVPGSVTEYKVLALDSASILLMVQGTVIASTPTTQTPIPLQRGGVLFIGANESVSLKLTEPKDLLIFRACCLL
bIAP inhibitor – intestinal alkaline phosphatase (bovine) inhibition | purified bovine IAP, CDP-star luminescence, 30 min | inhibition, % at 20 µM | 190,000 tested, under 10 active | AID 1019;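 active means over 50% inhibition of intestinal alkaline phosphatase at 20 µM in the single-dose screen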
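test system = bovine IAP enzyme | medium = DEA buffer 100 mM, pH 9.8, with MgCl2 1.0 mM, ZnCl2 0.02 mM | detection = luminescence | dosing = single compound dose of 20 µM, 2% DMSO final | incubation = 30 min reaction at room temperature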
TNAP inh no acc – TNAP (human) inhibition, acceptor-free conditions; AID 1012; inhibition, % at 20 µM; P05186; purified TNAP, CDP-star luminescence, 30 min; 200,000 tested, 0.26% active;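 active means tissue-nonspecific alkaline phosphatase inhibition above about 50% at 20 µM in the single-dose screen, limit read from the data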;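 further: 0% = DMSO negative control and 100% = EDTA positive control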
PMI act hi M6P – activators of human phosphomannose isomerase at near-saturating mannose 6-phosphate; activation factor at 20 µM; coupled PMI enzyme assay, resazurin fluorescence, 20 min; active compounds read high; 1 = untreated enzyme, 0 = substrate-free blank; AID 1216; P34949; 190,000 tested, 0.34% active;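 active means activation factor of 2 or more at 20 µM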
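Test system: human phosphomannose isomerase with PGI, G6PDH, diaphorase coupling enzymes; Amount: PMI at 15 ng/mL final; Reagent: Mannose-6-phosphate 1.0 mM (near-saturating) plus 0.22 mM NADP+; Timing: 20 min, room temperature; Technique: resorufin fluorescence at Ex 544/Em 590 nm; Dosing: 20 µM single dose.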
Active calls of the source: *.

SMILES	bIAP activator	Lmaj promast	TNAP act hiacc	Diaph inh CS	TNAP inh hiacc	Diaphorase act	PMI act	bIAP inhibitor	TNAP inh no acc	PMI act hi M6P
O=C(/C=C/c1ccc(S(=O)(=O)N2CCOCC2)cc1)NCc1ccc(Cl)cc1	1.1	18	1	13	4	0.9	0.9	-13	-8	1.1
O=C(Nc1ccc(Cl)cc1F)C1CC1	0.8	-4	1.1	5	-6	0.9	1	16	-8	1
O=C(Cc1cccs1)Nn1c(Cc2cccs2)nc2ccccc2c1=O	0.9	-7	1.1	25	-6	0.8	1.2	7	-10	1.1
C=CCN1C(=O)CSC1=Nc1ccc(O)cc1	0.8	2	1.1	1	-5	1	1	16	-9	1.1
O=C(CN1CCN(c2ccc(Cl)cc2)CC1)NCc1cccs1	1.1	-5	1	3	-1	1	0.9	-13	-3	0.9
CC(=O)/C=N/Nc1ccccc1	1	-5	1	-10	-3	1.1	1.2	1	-3	1.5
O=C(N/C(=C\c1cccnc1)C(=O)N1CCOCC1)c1ccco1	1	-4	1	-18	-4	1.2	1.2	5	1	1.1
Cc1cc(C)nc(SCC(=O)N2CCC(C(N)=O)CC2)n1	1	-1	1	13	2	0.9	0.9	3	-9	0.9
NNC(=O)/C(=C\c1ccc(Br)cc1)NC(=O)c1cccs1	1	-2	1.1	26	-6	0.7	0.9	1	-9	1
CC1(C)CC(=O)C2=C(C1)NC(SCC(=O)Nc1ccccc1)=C(C#N)C21CCCCC1	0.9	33	1.1	32	-10	0.7	0.8	8	-16	0.9
CCOc1ccc2nc(SCC(=O)N3CCCCCC3)c(C#N)cc2c1	1	64*	1	28	-5	0.7	1	1	-7	1.2
CC(=O)NC(CC(=O)Nc1nc(C)cs1)c1ccccc1 (centres undefined)	0.9	6	1	10	2	0.9	0.9	13	-6	0.9

A different layout for some results above.
SMILES | bIAP activator | Lmaj promast | TNAP act hiacc | Diaph inh CS | TNAP inh hiacc | Diaphorase act | PMI act | bIAP inhibitor | TNAP inh no acc | PMI act hi M6P
CC(=O)/C=N/Nc1ccccc1 | 1 | -5 | 1 | -10 | -3 | 1.1 | 1.2 | 1 | -3 | 1.5
CC1(C)CC(=O)C2=C(C1)NC(SCC(=O)Nc1ccccc1)=C(C#N)C21CCCCC1 | 0.9 | 33 | 1.1 | 32 | -10 | 0.7 | 0.8 | 8 | -16 | 0.9
NNC(=O)/C(=C\c1ccc(Br)cc1)NC(=O)c1cccs1 | 1 | -2 | 1.1 | 26 | -6 | 0.7 | 0.9 | 1 | -9 | 1
CC(=O)NC(CC(=O)Nc1nc(C)cs1)c1ccccc1 (centres undefined) | 0.9 | 6 | 1 | 10 | 2 | 0.9 | 0.9 | 13 | -6 | 0.9
O=C(/C=C/c1ccc(S(=O)(=O)N2CCOCC2)cc1)NCc1ccc(Cl)cc1 | 1.1 | 18 | 1 | 13 | 4 | 0.9 | 0.9 | -13 | -8 | 1.1
O=C(Cc1cccs1)Nn1c(Cc2cccs2)nc2ccccc2c1=O | 0.9 | -7 | 1.1 | 25 | -6 | 0.8 | 1.2 | 7 | -10 | 1.1
Cc1cc(C)nc(SCC(=O)N2CCC(C(N)=O)CC2)n1 | 1 | -1 | 1 | 13 | 2 | 0.9 | 0.9 | 3 | -9 | 0.9

The results go on.
SMILES	bIAP activator	Lmaj promast	TNAP act hiacc	Diaph inh CS	TNAP inh hiacc	Diaphorase act	PMI act	bIAP inhibitor	TNAP inh no acc	PMI act hi M6P
CC/C(O)=N\S(=O)(=O)c1ccc(N=NN(C)C)cc1	0.5	-7	1	6	1	0.9	1	46	-5	1
COc1cccc(N=c2oc3ccc(OC)cc3cc2-c2nc3ccccc3[nH]2)c1	0.8	8	1	23	2	0.8	0.8	16	-2	0.9
O=C(CCCSc1nc(-c2ccco2)cc(C(F)(F)F)n1)NCC1CCCO1 (centres undefined)	0.9	3	1	24	3	0.8	0.9	12	-1	0.9
COc1ccccc1N1CCN(C(=O)c2cc(-c3cccc(Cl)c3)on2)CC1	1	15	1	4	-4	1	0.9	2	-5	1
CCCCC(=O)OCC(=O)Nc1ccc(C)c(F)c1	0.9	-1	1	8	-4	0.9	0.9	6	-7	0.9
CCN(CC)S(=O)(=O)c1cc(C(=O)Nc2ccc(Cl)cn2)ccc1C	0.9	-6	1	11	0	0.9	0.9	6	-1	0.9
CN(CC(=O)N1CCN(c2ccccn2)CC1)S(=O)(=O)c1ccccc1	0.9	-5	1	10	-2	0.9	0.8	9	-8	0.9
CC(C)CCn1c(Sc2nc3ccccc3o2)nc2c1c(=O)[nH]c(=O)n2C	1	95*	1	17	4	0.8	0.8	4	-13	0.9
O=C(Cn1nc(-c2ccccc2)ccc1=O)Nc1ccc(N2CCN(C(=O)c3ccccc3)CC2)cc1	0.9	31	1.1	10	-6	0.9	1	11	-12	1
O=C(C1=C[C@H](C2CC2)C[C@H](OCc2ccc(CO)cc2)O1)N1CCN(Cc2ccccc2)CC1	1	-5	1.1	14	-8	0.9	1	-2	-5	1
COc1cc(/C=N/N=C2\CC3CCC2(C)C3(C)C)ccc1O (centres undefined)	1	-1	1	9	3	0.9	1	-1	-4	1
Cc1cc(NC(=O)CC2CCCC2)n(-c2nc3ccccc3[nH]2)n1	0.8	22	1.1	12	-8	0.9	1	15	-41	1

Some values from the entries so far:
bIAP inhibitor with CC(C)CCn1c(Sc2nc3ccccc3o2)nc2c1c(=O)[nH]c(=O)n2C is entered as 4
bIAP activator with CCCCC(=O)OCC(=O)Nc1ccc(C)c(F)c1 is entered as 0.9

Next entries follow.
SMILES	bIAP activator	Lmaj promast	TNAP act hiacc	Diaph inh CS	TNAP inh hiacc	Diaphorase act	PMI act	bIAP inhibitor	TNAP inh no acc	PMI act hi M6P
CCCc1nnc(SCC(=O)N2CCCC(C)C2)n1CCCOC (centres undefined)	1	-8	1	-7	-4	1.1	1.1	-3	-8	1
O=C(NC1CCCC1)C1CCN(C(=O)NCc2ccccc2)CC1	0.9	-6	1	6	-2	0.9	1.1	9	-2	1.1
Cc1ccc(C)n1-c1c(C(=O)NN)cnn1-c1ccccc1	1	-13	1	-3	-4	1	1.2	3	2	1.1
CN1C(=O)N(C)C2C1N(CN1CCCCC1)C(=O)N2CN1CCCCC1 (centres undefined)	1	-5	1.1	9	-9	0.9	1	5	-7	0.9
Cc1ccccc1C(=O)NCc1ccncc1	1	-5	1.1	18	-8	0.8	1	5	-11	1
N#CC(=C1CCCC1)c1nc(-c2ccccc2O)cs1	0.9	-3	1	20	-3	0.8	1.2	11	-7	1.3
O=C(NC1CCCCC1)C1CCN(c2nccs2)CC1	1.1	-5	1.1	16	-6	0.8	0.9	-6	-15	1
O=C(Nc1cccc2ncccc12)C12CC3CC(CC(C3)C1)C2	1	6	1	16	-1	0.8	0.8	1	-7	0.9
CS(=O)(=O)N(CC(=O)NC1CCCCCC1)Cc1ccc(Cl)cc1	0.9	15	1	6	0	0.9	0.9	6	-12	1
COc1ccccc1NC(=O)CC1C(=O)Nc2c1c(=O)n(C)c(=O)n2C (centres undefined)	0.9	-6	1	0	2	1	1	6	-4	1
Cc1cccc(NCN2C(=O)c3ccncc3C2=O)n1	0.9	-5	1.1	13	-6	0.9	1.2	12	-11	1.1
O=C(c1ccco1)[C@@H]1[C@@H]2C(=O)N(c3ccccc3)C(=O)[C@@H]2C2c3ccccc3C=CN21 (some centres undefined)	0.9	1	1	22	0	0.8	1.3	6	-7	1.3
COc1cc(-c2nnc(SCC3(c4ccc(Br)cc4)OCCO3)o2)cc(OC)c1OC	1	4	1.1	21	-5	0.8	0.9	-2	-4	0.8
CC1CCCN(C(=S)Nc2ccc3nc4n(c(=O)c3c2)CCCCC4)C1 (centres undefined)	0.9	1	1	18	1	0.8	0.9	8	-1	1
CC(C)Cc1nnc(NC(=O)CSc2ncn[nH]2)s1	1	-3	1	2	-2	1	0.9	4	-13	0.9
O=C1CN2C(=Nc3ccc(Cl)cc3C2c2ccccc2)CN1 (centres undefined)	1	-7	1.1	4	-6	1	1.1	1	-6	1.1
Cc1cc(C)cc(OCC(=O)NCC2CCCO2)c1 (centres undefined)	1.1	1	1.1	5	-5	1	1	-9	-4	0.9
Cc1ccc(F)c(NC=C2C(=O)OC(C)(C)OC2=O)c1	1	-3	1.1	3	-6	1	1.1	-5	-15	1.1
COc1ccc(Cl)cc1NC(=S)NNC(=O)C1(C)CC1(Cl)Cl (centres undefined)	1.4	-8	1	7	0	0.9	1	-35	-133	1
NS(=O)(=O)c1cccc(NC(=O)CN2CCN(Cc3ccc4c(c3)OCO4)CC2)c1	0.8	53*	1	10	1	0.9	0.8	19	4	0.9
COCC(=O)N(C)c1nnc(-c2ccccn2)s1	1	4	1	-6	-2	1.1	0	1	-11	0.9
Cc1cccc(S(=O)(=O)NCCC(=O)OC(C)C(=O)NC(=O)NC2CCCCC2)c1 (centres undefined)	0.9	-1	1.1	16	-5	0.8	0.9	6	-9	1
COc1ccc(C(=O)NCc2nnc(SCC(=O)NO)n2Cc2ccccc2)cc1	1.6	0	1	14	4	0.9	1	-57	-6	0.9
CC1(C)CC(=O)C2=C(C1)OC(N)=C(C#N)C2c1cccc(OC(=O)c2ccco2)c1 (centres undefined)	1	9	1	15	-3	0.8	0.9	-5	-7	0.9
CC(=O)Nc1sc(/C(C#N)=C\c2cccc(Cl)c2)nc1-c1ccc(C)cc1	0.9	5	0.9	16	7	0.8	0.9	8	2	0.9
Cc1ccccc1CC1(CO)CCCN(C(=O)c2cc(Cl)ccc2F)C1 (centres undefined)	1	19	1	14	-5	0.9	1	1	-3	1.1
CCOC(=O)c1csc(NC(=O)CSc2nnnn2-c2ccc(OC)c(OC)c2)n1	1	-5	1.1	22	-10	0.8	0.9	-1	-8	0.9
COc1ccc(Cl)cc1Nc1cc(C)nc2nc(C)nn12	0.9	-1	1	13	-1	0.9	1.1	9	0	1.1
Fc1ccc(-c2cc(C(F)(F)F)nc(-n3cncn3)n2)cc1	0.9	-7	1	12	-2	0.9	0.9	8	-6	0.9
CC(=O)c1cc(C#N)c(Oc2ccc(F)cc2)nc1C	1	-5	1.1	7	-6	0.9	1	-2	-10	1
Cc1ccc(S(=O)(=O)CCC(=O)OCC(=O)c2c(C)[nH]c3ccccc23)cc1	1	-1	1	9	-4	0.9	0.9	4	-1	1
CCOc1ccccc1NC(=O)NC1CCN(CC(=O)Nc2ccc3c(c2)OCCO3)CC1	1.2	2	1	16	-2	0.8	0.8	-17	-19	0.8
